Assay outcomes as filed in PubChem.
GAA spleen mod: lysosomal alpha-glucosidase (human) modulation; actives 0.006% (n = 240,000); human spleen homogenate, 4-MU-alpha-glucoside fluorescence; Potency, µM (top dose mostly 79.9 µM), for inactives: top-dose activity change, negative = inhibition, hits mostly inhibitors;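 also: potency is read from the fitted curve at half-maximal effect; 0% = enzyme with vehicle and -100% = no enzyme basal signal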
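Enzyme source: human spleen homogenate, 1 ug/well. Buffer 50 mM citric acid/K phosphate pH 5.0, 0.01% Tween-20. 4-MU-alpha-glucoside 1 mM; 37 C x 40 min; NaOH/glycine stop; fluorescence.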
HttQ103 aggreg: reduces HttQ103-GFP aggregates in PC12 cells. PC12 HttQ103-GFP aggregates, Acumen cytometry, 40 h. Potency, µM (doses to about 46.1 µM), inactives show at the top dose activity change, negative = inhibition, hits mostly inhibitors. actives 1.1% (n = 220,000); also: potency is read from the fitted curve at half-maximal effect; % is scaled to controls: 0 for no effect and ±100 for the full control effect; nearly all actives have a fitted effect of over 60% in size
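PC12/HTTQ103-GFP, ecdysone-inducible; teb 100 nM; cpd qHTS titration; GFP aggregates read on laser cytometer, Ex 488/Em 500-530 nm.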
GAA glycogen mod: alters human alpha-glucosidase cleavage of glycogen; Potency, µM (titrated, usually from 76.4 µM), inactives show top-dose activity change, negative = inhibition, most hits filed as inhibitors; recombinant GAA, glycogen substrate, Amplex Red glucose oxidase fluorescence; actives 0.38% (n = 300,000);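 also: potency is read from the fitted curve at half-maximal effect; 0% = full enzyme reaction and -100% = no-enzyme basal signal; the screen sought inhibitors and activators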
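Recombinant human alpha-glucosidase (4 nM final) hydrolysed bovine liver glycogen (30 ug) for 40 min at 37 C in pH 5.0 citrate/phosphate with 0.01% Tween-20. Released glucose detected by glucose oxidase/Amplex Red, Ex 573/Em 610 nm. Compounds up to 77 uM; AC50 from Hill fits.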
CBFb RUNX1 block: blocks binding between human CBF-beta and RUNX1; Potency, µM (doses to about 59.8 µM), for the others: at the highest dose activity, negative = inhibition, usual class: inhibitors; 230,000 tested, under 10 active; Q01196+Q13951; AlphaScreen CBFb-His/RUNX1-biotin binding, biochemical; also: % of control where 0% means no effect
Target sequence (Q01196 whole entry, looked up): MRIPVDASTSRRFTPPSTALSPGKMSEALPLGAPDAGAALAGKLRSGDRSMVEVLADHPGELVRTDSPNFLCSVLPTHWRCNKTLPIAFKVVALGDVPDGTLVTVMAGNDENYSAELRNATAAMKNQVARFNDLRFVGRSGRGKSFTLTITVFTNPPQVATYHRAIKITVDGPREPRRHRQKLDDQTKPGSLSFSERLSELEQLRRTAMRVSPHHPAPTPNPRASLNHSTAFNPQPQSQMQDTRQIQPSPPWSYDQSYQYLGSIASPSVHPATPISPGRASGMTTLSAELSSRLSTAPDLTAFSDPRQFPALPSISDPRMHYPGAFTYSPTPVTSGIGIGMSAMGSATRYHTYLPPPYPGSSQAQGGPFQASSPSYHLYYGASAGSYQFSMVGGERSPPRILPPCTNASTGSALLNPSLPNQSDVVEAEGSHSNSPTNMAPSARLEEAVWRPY
Target sequence (Q13951 whole entry, looked up): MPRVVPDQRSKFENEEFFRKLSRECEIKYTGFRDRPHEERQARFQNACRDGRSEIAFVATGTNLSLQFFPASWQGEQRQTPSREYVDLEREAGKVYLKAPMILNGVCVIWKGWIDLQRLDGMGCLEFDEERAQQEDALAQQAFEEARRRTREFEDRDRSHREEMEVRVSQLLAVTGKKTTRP
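Bead-based AlphaScreen assay; binding partners His-tagged CBF-beta and biotinylated RUNX1 at 30 nM each. Compound exposure 15 min after a 20-min protein preincubation; bead step 90 min; all steps at room temperature.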
HTT cytoprotect: Huntington cell model cytoprotection by ATP luminescence; PC12 HTT-Q103 induced, cytoprotection, ATP luminescence, 40 h; Potency, µM (highest dose often 56.4 µM), for the others: cytoprotection (ATP increase), most hits filed as activators; actives 0.14% (n = 230,000);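 also: potency is read from the fitted curve at half-maximal effect; % of control where 0% means no effect; nearly all actives have a fitted effect of over 45% in size; toxic huntingtin expression switched on by the ecdysone agonist tebufenozide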
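Quantitative HTS on tebufenozide-induced (100 nM) PC12 cells expressing HTTQ103 exon 1–GFP; compounds tested as a concentration series; survival measured via cellular ATP.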
GAA inh: blocks human lysosomal alpha-glucosidase | actives 0.005% (n = 200,000) | P10253 | purified human GAA, 4-MU-alpha-glucoside fluorescence | AID 1466 | Potency, µM (doses to about 76.9 µM), without a hit: at the highest dose activity change, negative = inhibition, hits mostly inhibitors;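 also: potency is read from the fitted curve at half-maximal effect; plate controls were uninhibited enzyme wells for no effect and no-enzyme background for full effect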
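Endpoint fluorogenic read: 20 min room-temperature reaction of 4 nM human alpha-glucosidase with 400 uM 4-methylumbelliferyl-alpha-D-pyranoside, pH 5.0, quenched with 1M NaOH/1M glycine pH 10. AC50 from Hill modeling.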
LMNA splice mod: LMNA splicing modulation. Potency, µM (doses to about 46.1 µM), for inactives: at the top dose ratio change, negative = inhibition, hits mostly inhibitors. actives 0.01% (n = 200,000). HeLa LMNA splicing GFP/RFP minigene ratio, 48 h; active = well fitted inhibition curve with a large enough effect in the signal ratio, with a control signal flat, not every such curve was filed as active; inconclusive = small, poorly fitted or top-dose-only effect, or effect the other way, or a change in a side signal; the % refers to the signal ratio; also: potency is read from the fitted curve at half-maximal effect; % is scaled to controls: 0 for no effect and ±100 for the full control effect
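S3 HeLa cells stably expressing lamin A-EGFP splicing minigene plus DsRed2, 600 cells/well, 48 h compound exposure at 37C. Laser-scanning cytometry; analysed as GFP (500-530 nm)/RFP (575-640 nm) total intensity ratio; 0.5% DMSO vehicle.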
Numbers without * were called inactive; ? = inconclusive; · = not tested or not shown; [ ] = another dose, or the depositor's remark. Unless noted, calls follow the shape of the dose curve; as a rule, active = well fitted curve in the direction sought with a large enough effect; inconclusive = small, poorly fitted or top-dose-only effect, or another doubt; inactive = no such curve, though single readings can be large; an effect the other way counts as inactive or inconclusive.

item	SMILES	GAA spleen mod	HttQ103 aggreg	GAA glycogen mod	CBFb RUNX1 block	HTT cytoprotect	GAA inh	LMNA splice mod
1	COc1cccc(-n2nc(C#N)c(Cl)cc2=O)c1	2.4%	3.55µM*	6.0%	4.3%	-173.0%[inhibitor]	-5.8%	·
2	CC(=O)NCCn1c(SCc2cccc([N+](=O)[O-])c2)nc2ccccc2c1=O	-2.3%	25.3%	-12.9%	-7.1%	-14.7%	2.4%	·
3	CC1(C)C(=O)C2(CCCCC2)C(=O)OC1c1cccc([N+](=O)[O-])c1 (stereo not drawn)	3.2%	-4.0%	-4.5%	2.2%	15.3%[10 µM]	-3.0%	-5.6%
4	CCOC(=O)N1CCC(NS(=O)(=O)c2ccc(NC(C)=O)c(Cl)c2)CC1	-4.1%	0.6%[9.22 µM]	7.3%	16.2%	1.0%[10 µM]	4.3%	·
5	COCCNC(=O)CCCn1c(=O)c2ccccc2n(Cc2cccc([N+](=O)[O-])c2)c1=O	-2.5%	3.4%	2.5%	4.4%	0.4%	5.5%	-4.7%[46 µM]
6	O=C(C/C=N\OCc1c(Cl)cccc1Cl)Oc1ccc(Cl)cc1Cl	3.3%	11.1%[9.22 µM]	5.0%	-6.5%	-8.9%	-12.5%	-2.4%
7	CCn1c(SCC(=O)N/N=C(/C)c2ccncc2)nc2ccccc21	-14.1%	-28.0%[9.22 µM]	6.5%	-0.9%	0.8%[10 µM]	·	·
8	Cc1cccc(NC(=O)c2ccc(NCCc3ccccc3)c([N+](=O)[O-])c2)c1	-12.8%	-22.8%	6.6%	-4.1%	-8.8%[10 µM]	-2.2%	-12.2%
9	CCOC(=O)c1cnc(Nc2nc3ccccc3o2)nc1CSC(=S)N(CC)CC	0.8%	?	-15.1%	-5.3%	-24.4%[1.9 µM]	2.8%	2.9%
10	CC1=C(C(=O)OCC2CCCO2)C(c2cccc(O)c2)NC(=O)N1 (stereo not drawn)	-4.6%	3.3%[9.22 µM]	-8.6%	5.4%	-18.8%	-17.6%	6.7%
11	FC(F)(F)c1nnc(-c2ccccc2)nc1N1CCOCC1	-7.3%	-1.4%	2.1%	7.2%	8.0%[10 µM]	-1.3%	-8.5%
12	COc1ccc(C(=O)Cn2c(Cl)nc3c2c(=O)n(C)c(=O)n3C)cc1	-4.1%	-3.5%[9.22 µM]	1.7%	10.2%	1.0%[10 µM]	·	·
13	O=C(N/N=C/c1cccc2ccccc12)c1n[nH]c2c1CCCC2	0.3%	-13.5%	-4.7%	13.2%	-84.0%[inhibitor]	?	20.3%[46 µM]
14	CN(C)/C=C/c1onc(-c2c(Cl)cccc2Cl)c1C#N	-5.0%	-1.4%	-7.8%	-10.5%	7.9%	?	-4.0%[9.22 µM]
15	O=S(=O)(NC(=S)Nc1ccccc1)c1ccc(F)cc1	3.7%	-2.0%[9.22 µM]	0.1%	2.7%	-4.7%[10 µM]	·	·
16	c1ccc(-c2nn3c(Cn4nnc5ccccc54)nnc3s2)cc1	-2.7%	4.1%	2.2%	1.7%	0.5%[10 µM]	1.9%	-15.0%
17	O=C(Nc1ccc(Cl)cc1)/C(=C/c1cccc(O)c1)c1nc2ccccc2s1	2.0%	1.8%[0.0738 µM]	0.1%	-13.7%	19.6%[0.074 µM]	0.5%	?
18	BrC(/C=C\c1ccccc1)=N/Nc1nc(N2CCOCC2)nc(N2CCOCC2)n1	-3.1%	2.1%[9.22 µM]	16.2%	1.8%	15.3%[10 µM]	0.5%	·
19	CC(=O)c1cccc(NC(=O)CSc2nc(N3CCCCC3)nc(N3CCCCC3)n2)c1	3.2%	9.7%	5.5%	1.9%	-11.7%[10 µM]	1.2%	0.3%[46 µM]
20	Cc1csc(Sc2ccc([N+](=O)[O-])cc2C(=O)OCC(=O)NC2CCCC(C)C2C)n1 (stereo not drawn)	-9.5%	18.0%	-1.0%	-3.3%	-11.1%	-11.5%	6.4%
21	CN(C)C(=O)CC12CC3CC(C1)CC(CC(=O)N(C)C)(C3)C2	-4.8%	2.3%	-10.8%	2.1%	-32.7%[inhibitor]	?	·
22	Cc1cc(NCCO)nc(-n2nc(C)cc2C)n1	2.3%	-2.5%	11.6%	4.8%	-8.3%	-1.7%	-2.0%
23	COc1ccc(N2CCN(c3ncnc4c3nnn4Cc3ccccc3Cl)CC2)cc1	0.2%	5.9%	1.3%	-2.0%	-13.2%[10 µM]	3.3%	-2.1%
24	CCC(C)NC(=O)CSc1nnc(-c2ccoc2C)n1CC1CCCO1 (stereo not drawn)	2.8%	-7.6%	12.5%	1.0%	2.8%	-18.0%	3.4%
25	COc1ccc(C2CC(=O)N(CCCN(C)CCc3ccc(OC)c(OC)c3)C2)cc1 (stereo not drawn)	-1.3%	?	4.2%	-9.1%	-33.5%	-1.3%	·
26	O=C(CCC(=O)N1CCc2ccccc21)Nc1ccccc1	-6.1%	-7.5%	-3.8%	2.4%	-4.9%	-6.1%	-2.5%
27	O=C(c1ccc(F)cc1)N1CCCC(c2ccccc2)C1 (stereo not drawn)	-7.6%	·	-7.7%	0.5%	·	13.9%	15.8%[46 µM]
28	Cc1ccc(C)c(C(=O)COC(=O)c2cc(Cl)nc3ccccc23)c1	-8.9%	5.9%	-7.6%	10.5%	?	-7.7%	-4.4%
29	CCN(CC)c1ccc(NC(=O)COc2ccccc2C)cc1S(=O)(=O)Nc1ccccc1OC	-9.8%	2.3%	-9.1%	1.3%	-3.0%[10 µM]	-7.0%	-7.7%
30	O=C(O)C1=C[C@H](c2coc3ccccc3c2=O)C[C@H](OCc2ccc(CO)cc2)O1	2.3%	-7.1%[9.22 µM]	11.0%	11.2%	14.7%[10 µM]	·	·
31	COCCNC(=O)C1CC(c2cccc(OC)c2)=NO1 (stereo not drawn)	-2.7%	6.3%	1.9%	7.6%	-12.6%	-2.5%	0.8%
32	Cc1ccc(C(=O)NC(=S)Nc2cccc(-c3nc4ccccc4s3)c2)cc1	1.5%	14.0%	-6.4%	0.2%	-8.2%[10 µM]	5.0%	-3.1%
33	COc1ccccc1Sc1nc(-c2ccccc2)ncc1OC	·	-4.9%	0.4%	0.8%	1.5%	-0.9%	?

Some of the entries so far, screen by screen.
1) COc1cccc(-n2nc(C#N)c(Cl)cc2=O)c1
2) CC(=O)NCCn1c(SCc2cccc([N+](=O)[O-])c2)nc2ccccc2c1=O
3) CC1(C)C(=O)C2(CCCCC2)C(=O)OC1c1cccc([N+](=O)[O-])c1 (stereo not drawn)
4) CCOC(=O)N1CCC(NS(=O)(=O)c2ccc(NC(C)=O)c(Cl)c2)CC1
5) COCCNC(=O)CCCn1c(=O)c2ccccc2n(Cc2cccc([N+](=O)[O-])c2)c1=O
6) O=C(C/C=N\OCc1c(Cl)cccc1Cl)Oc1ccc(Cl)cc1Cl
7) CCn1c(SCC(=O)N/N=C(/C)c2ccncc2)nc2ccccc21
8) Cc1cccc(NC(=O)c2ccc(NCCc3ccccc3)c([N+](=O)[O-])c2)c1
9) CCOC(=O)c1cnc(Nc2nc3ccccc3o2)nc1CSC(=S)N(CC)CC
10) CC1=C(C(=O)OCC2CCCO2)C(c2cccc(O)c2)NC(=O)N1 (stereo not drawn)
11) FC(F)(F)c1nnc(-c2ccccc2)nc1N1CCOCC1
12) COc1ccc(C(=O)Cn2c(Cl)nc3c2c(=O)n(C)c(=O)n3C)cc1

screen / no.	1	2	3	4	5	6	7	8	9	10	11	12
GAA spleen mod	2.4%	-2.3%	3.2%	-4.1%	-2.5%	3.3%	-14.1%	-12.8%	0.8%	-4.6%	-7.3%	-4.1%
HttQ103 aggreg	3.55µM*	25.3%	-4.0%	0.6%[9.22 µM]	3.4%	11.1%[9.22 µM]	-28.0%[9.22 µM]	-22.8%	?	3.3%[9.22 µM]	-1.4%	-3.5%[9.22 µM]
GAA glycogen mod	6.0%	-12.9%	-4.5%	7.3%	2.5%	5.0%	6.5%	6.6%	-15.1%	-8.6%	2.1%	1.7%
CBFb RUNX1 block	4.3%	-7.1%	2.2%	16.2%	4.4%	-6.5%	-0.9%	-4.1%	-5.3%	5.4%	7.2%	10.2%
HTT cytoprotect	-173.0%[inhibitor]	-14.7%	15.3%[10 µM]	1.0%[10 µM]	0.4%	-8.9%	0.8%[10 µM]	-8.8%[10 µM]	-24.4%[1.9 µM]	-18.8%	8.0%[10 µM]	1.0%[10 µM]
GAA inh	-5.8%	2.4%	-3.0%	4.3%	5.5%	-12.5%	·	-2.2%	2.8%	-17.6%	-1.3%	·
LMNA splice mod	·	·	-5.6%	·	-4.7%[46 µM]	-2.4%	·	-12.2%	2.9%	6.7%	-8.5%	·
